Screening results (PubChem)
EPAC2 antagonist: blocks human EPAC2 exchange factor; AID 720708; Potency, µM (highest dose often 114 µM), for inactives: top-dose activity, negative = inhibition, most hits filed as inhibitors; Q8WZA2; 0.18% of 360,000 active; EPAC2 GEF exchange of Rap1B-BODIPY-GDP, fluorescence; further: potency means the concentration at half of the fitted maximal effect; on the % scale 0 is the no-effect control and ±100 the full control effect; nearly all actives have a fitted effect of over 45% in size; many of its hits are not listed in these tables
Target sequence (Q8WZA2 whole entry, looked up): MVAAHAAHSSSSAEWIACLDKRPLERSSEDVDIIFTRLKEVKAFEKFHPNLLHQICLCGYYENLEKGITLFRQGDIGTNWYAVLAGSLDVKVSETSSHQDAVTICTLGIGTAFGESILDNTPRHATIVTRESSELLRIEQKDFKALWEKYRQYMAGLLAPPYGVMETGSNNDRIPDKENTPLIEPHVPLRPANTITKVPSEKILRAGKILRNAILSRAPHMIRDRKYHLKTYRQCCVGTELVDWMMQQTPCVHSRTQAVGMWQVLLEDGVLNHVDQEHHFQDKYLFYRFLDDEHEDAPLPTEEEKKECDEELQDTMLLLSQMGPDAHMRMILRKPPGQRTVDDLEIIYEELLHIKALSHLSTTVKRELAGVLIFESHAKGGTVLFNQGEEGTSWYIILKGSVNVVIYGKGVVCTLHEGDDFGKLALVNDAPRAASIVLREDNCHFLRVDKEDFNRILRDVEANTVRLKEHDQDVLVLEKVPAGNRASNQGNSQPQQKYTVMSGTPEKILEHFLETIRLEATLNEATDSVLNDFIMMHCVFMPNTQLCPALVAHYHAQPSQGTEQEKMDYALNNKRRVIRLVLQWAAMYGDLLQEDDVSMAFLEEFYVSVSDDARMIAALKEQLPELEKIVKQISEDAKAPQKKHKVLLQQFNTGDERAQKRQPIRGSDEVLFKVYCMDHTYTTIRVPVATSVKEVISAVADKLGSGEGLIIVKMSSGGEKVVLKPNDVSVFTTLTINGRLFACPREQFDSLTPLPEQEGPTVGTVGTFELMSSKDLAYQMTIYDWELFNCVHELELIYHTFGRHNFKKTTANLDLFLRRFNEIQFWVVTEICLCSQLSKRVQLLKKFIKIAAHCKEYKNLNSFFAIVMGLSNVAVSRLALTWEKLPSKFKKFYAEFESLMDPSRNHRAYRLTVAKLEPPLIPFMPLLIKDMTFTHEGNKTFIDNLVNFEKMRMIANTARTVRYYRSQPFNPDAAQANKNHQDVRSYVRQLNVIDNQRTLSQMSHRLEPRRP
CCT modulator: modulators of cytosolic chaperonin (CCT/TRiC) activity | 0.3% of 360,000 active | AID 651819 | activity change, % (concentration not given with the values), hits read low | purified chaperonin ATPase assay, HTRF ADP detection, 30 min; in the data active means activity change below about -30%; further: on the % scale 0 is the no-effect control and ±100 the full control effect
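TRiC (40 or 20 nM final, by batch activity) in 30 mM Tris pH 7.4, 100 mM KCl, 5 mM MgCl2, 1 mM DTT was treated with compound at 76 uM single dose, then 10 uM ATP, 30 min at 37 °C. ADP was read by HTRF Transcreener.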
pAkt inh: Akt phosphorylation inhibition | Neuro2A IGF-stimulated pAkt S473 HTRF, 20 min; hits give low values | activity change, % for hits at 50 µM | 0.32% of 360,000 active; in the data active means activity change below about -80%; inconclusive means mostly about -51% to -80%; further: on the % scale 0 is the no-effect control and ±100 the full control effect
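Neuro2A cells in DMEM with 0.5% FBS, overnight at 37 deg C, given compound at single 50 µM final, then IGF (6 nM final) for 20 min at 37 deg C. Lysed; phospho-Akt Ser473 by HTRF after 24 h, 665/615 ratio.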
MmCpn inh: M. maripaludis TRiC chaperonin inhibition; purified Mm-Cpn ATPase, ADP Transcreener TR-FRET; Potency, µM (top dose mostly 76.9 µM), inactives show at the top dose activity, negative = inhibition, usual class: inhibitors; 0.031% of 330,000 active; AID 504842; further: potency means the concentration at half of the fitted maximal effect; on the % scale 0 is the no-effect control and ±100 the full control effect; nearly all actives have a fitted effect of over 80% in size
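ATPase turnover read by TR-FRET ADP competition (Eu cryptate antibody/ADP-d2, 665/590 nm): 10uM ATP final, 25nM Mm-CPN final, 30 min 37degC after 10-min compound preincubation, pH 7.4 Tris/KCl/MgCl2/DTT buffer.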
DRD3 antagonist: antagonists of human D3 dopamine receptor. P35462. D3R cells, DiscoveRx beta-arrestin luminescence, antagonist mode; hits give low values. max response, negative = inhibition, %. 2.5% of 360,000 active. AID 652054; in the data active means max response below about -50%; inconclusive means no clear call, values can overlap the other calls; further: on the % scale 0 is the no-effect control and ±100 the full control effect; mostly tested at two doses, the higher about 12 µM
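Cells plated overnight at 1500 cells/well, then exposed to library compounds with dopamine controls for 90 minutes at 37 degrees C. DiscoveRx reagent added for 30–60 minutes at room temperature; luminescence read, quantitative HTS format.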
PTHR1 ag: agonists of human PTHR1 parathyroid hormone receptor. AID 743266. Q03431. HEK293 GP2 PTHR1 cells, GloSensor cAMP luminescence, 1 h. 0.075% of 410,000 active. Potency, µM (highest dose often 115 µM), without a hit: at the highest dose activation, most hits filed as activators; further: potency means the concentration at half of the fitted maximal effect; nearly all actives have a fitted effect of over 55% in size; some results filed as inactive show a strong effect at the top dose; inactives centre near -15; many of its hits are not listed in these tables
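HEK-293-derived GP2 cells expressing PTHR1 and a GloSensor cAMP reporter, 3,000/well, plated overnight, given luciferin plus IBMX (each 0.5 mM as added) for 1 h at 37 °C, then compound for 1 h at 37 °C. Luminescence was read after 15 min at room temperature.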
D3 ag: agonists of human D3 dopamine receptor; P35462; D3R DiscoveRx beta-arrestin cells, luminescence, 90 min; max activation, %; 0.58% of 410,000 active; in the data active means max activation above about 30%; further: 0% is about no effect; mostly tested at two doses, the higher about 12 µM
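Cells at 1500/well, incubated overnight, then treated with pinned compounds (dopamine as control) for 90 min at 37 degrees C. DiscoveRx reagent added for 30 - 60 minutes at room temperature; luminescence read.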
EPAC2 agonist: EPAC2 (human) agonism; Potency, µM (highest dose often 154 µM), for inactives: at the top dose activation, actives largely listed as activators; AID 720711; EPAC2 activation, biochemical qHTS; response scale: 100% = 6.5 mM cAMP response; 0.079% of 360,000 active; Q8WZA2; further: potency means the concentration at half of the fitted maximal effect; nearly all actives have a fitted effect of over 50% in size
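In this primary screen, activation is scored as increased exchange of BODIPY-GDP from Rap1B by 100 nM EPAC2, with 50 uM GDP as competitor. Signal is normalized to the 6.5 mM cAMP agonist control.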
An asterisk follows results filed as active; i = inactive; ? = inconclusive; nt = not tested or not shown; [ ] = another dose, or the depositor's remark. Unless noted, the call rests on the fitted dose curve; in most records, active means well fitted curve in the direction sought with a large enough effect; inconclusive means small, poorly fitted or top-dose-only effect, or another doubt; inactive means no such curve, though single readings can be large; an effect the other way counts as inactive or inconclusive. Only part of the results is shown. The share of hits here may be higher or lower than overall.

1	O=C(CSc1nnc(-c2c[nH]c3ccccc23)o1)N1c2ccccc2CCc2ccccc21
2	C[C@H](CO)N1C[C@H](C)[C@@H](CN(C)C(=O)Nc2ccccc2)Oc2ccc(NC(=O)c3ccncc3)cc2C1=O
3	COC(=O)COn1c(-n2nc(C)cc2C)nc2ccccc2c1=O
4	Cc1cc(N2CCCC2=O)ccc1S(=O)(=O)Nc1c(C)nn(C)c1C
5	CCOC(=O)c1c(NC(=O)C(=O)N/N=C(\C)c2ccc(OC)cc2)sc2c1CCCCC2
6	O=C(CCSc1ccccc1)NC1CCCC1
7	C[C@@H]1CN([C@H](C)CO)C(=O)CCCn2cc(nn2)CO[C@H]1CN(C)S(=O)(=O)c1ccc(-n2cccn2)cc1
8	CCOC(=O)C1CCN(C(=O)Cn2cccc2C(=O)c2ccccc2)CC1
9	O=C(c1ccc2ncsc2c1)N1CCN(c2ccccc2Cl)CC1
10	CCCCNC(=O)c1onc(CSc2ccc(Cl)cc2)c1C(=O)NCCCC

Compound,1,2,3,4,5,6,7,8,9,10
EPAC2 antagonist,-0.7%,6.7%,8.9%,4.0%,5.8%,-3.2%,11.4%,-1.3%,-1.0%,-21.4%
CCT modulator,1.1,-1.4,0.2,1.2,-1.1,-2.6,-3.8,-2.8,-1.1,-2.6
pAkt inh,i,i,i,i,i,i,i,i,i,i
MmCpn inh,-7.0%,0.5%,0.2%,1.1%,-4.4%,1.5%,nt,-0.4%,-5.2%,nt
DRD3 antagonist,5.5,6.9,5.9,9.1,57.6,-11.8,-11.6,37.2,2.0,-5.6
PTHR1 ag,-11.1%[57.5 µM],34.3%,-12.1%,i,-34.5%,-70.1%,10.5%,i,-28.1%,-4.3%
D3 ag,0.9,10.8,5.3,-7.9,13.4,-0.4,-10.2,2.8,3.1,-12.6
EPAC2 agonist,18.9%,-0.1%,5.1%,9.6%,6.4%,5.7%,5.1%,4.1%,7.4%,20.7%

Retrieved by compound from the entries so far, five records:
5	CCOC(=O)c1c(NC(=O)C(=O)N/N=C(\C)c2ccc(OC)cc2)sc2c1CCCCC2
3	COC(=O)COn1c(-n2nc(C)cc2C)nc2ccccc2c1=O
2	C[C@H](CO)N1C[C@H](C)[C@@H](CN(C)C(=O)Nc2ccccc2)Oc2ccc(NC(=O)c3ccncc3)cc2C1=O
6	O=C(CCSc1ccccc1)NC1CCCC1
8	CCOC(=O)C1CCN(C(=O)Cn2cccc2C(=O)c2ccccc2)CC1

Compound,5,3,2,6,8
EPAC2 antagonist,5.8%,8.9%,6.7%,-3.2%,-1.3%
CCT modulator,-1.1,0.2,-1.4,-2.6,-2.8
pAkt inh,i,i,i,i,i
MmCpn inh,-4.4%,0.2%,0.5%,1.5%,-0.4%
DRD3 antagonist,57.6,5.9,6.9,-11.8,37.2
PTHR1 ag,-34.5%,-12.1%,34.3%,-70.1%,i
D3 ag,13.4,5.3,10.8,-0.4,2.8
EPAC2 agonist,6.4%,5.1%,-0.1%,5.7%,4.1%

The listing continues:
11	Cc1cccc([C@@H]2C[C@H]3CN(Cc4cccc(Cl)c4)C(=O)[C@]34CCCN24)n1
12	O=C(COC(=O)c1cc([N+](=O)[O-])ccc1N1CCOCC1)Nc1ccccc1OC(F)F
13	CCS(=O)(=O)c1ccc(O)c(NC(=O)COc2ccc(C)cc2)c1
14	CC(Sc1ncnc2c1cnn2-c1ccccc1)C(=O)Nc1ccc(N2CCOCC2)cc1 (centres undefined)
15	COc1ccc(CC(=O)OC(C)C(=O)Nc2ccc(Cl)cn2)cc1 (centres undefined)
16	CNC(=S)Nc1cccc(-c2cnc3ccccc3n2)c1
17	CN(C)c1ccc(NC(=O)Nc2ccc3snnc3c2)cc1
18	CN1/C(=C/C=C/c2n(C)c3cc([N+](=O)[O-])c([N+](=O)[O-])cc3[n+]2C)C(C)(C)c2ccccc21
19	COc1ccccc1OCC(=O)NCC1CCCN(C(=O)c2cccc(C)c2)C1 (centres undefined)
20	Cc1nc(-c2ccccc2)sc1C(=O)/C=C/c1ccccc1

Compound,11,12,13,14,15,16,17,18,19,20
EPAC2 antagonist,9.8%,7.6%,0.4%,-17.3%,4.9%,-1.6%,16.1%,?,1.1%,6.9%
CCT modulator,14.2,1.5,-1.9,0.3,-3.9,0.9,1.7,1.7,1.0,-1.1
pAkt inh,i,i,i,i,i,i,i,i,i,i
MmCpn inh,1.7%,0.6%,0.5%,-0.4%,1.9%,0.9%,0.9%,nt,nt,-2.5%
DRD3 antagonist,-3.0,-13.1,2.9,10.8,26.8,-73.7*,?,-57.2*,0.4,-7.9
PTHR1 ag,i,i,i,2.0%,-9.1%,-1.2%,-6.5%[57.5 µM],-8.9%,-23.5%,-56.4%[inhibitor]
D3 ag,8.3,-6.7,7.7,15.4,1.6,-12.1,-5.7,-8.7,-1.2,-13.8
EPAC2 agonist,-0.6%,12.6%,-2.4%,-3.5%,0.2%,-3.9%,-14.6%,-8.6%,0.6%,8.4%

21	CCc1nnc(SCC(=O)Nc2nc(C)c(C(=O)N(C)C)s2)n1CC
22	Fc1ccc(C2CCCCN2Cc2nc(CC3CC3)no2)cc1 (centres undefined)
23	CC#CC(=O)NC1CCCN(C2Cc3ccccc3C2)C1 (centres undefined)
24	COC(=O)Cc1c(C)nc2nc(-c3ccc(OC)cc3)[nH]n2c1=O
25	CC1CCc2nn(CC(=O)NC3CCCC3)cc2C1 (centres undefined)
26	CC(=O)c1ccc(NC(=S)NC(=O)/C=C/c2ccccc2)cc1
27	Cc1ccc(C(=O)N2CCN(C(=O)N3CCOCC3)CC2)cc1
28	COCc1ccc(C(=O)NC2CC(C)(C)Cc3c2cnn3-c2ccc(C)cc2)o1 (centres undefined)

Compound,21,22,23,24,25,26,27,28
EPAC2 antagonist,1.4%,-8.9%,1.0%,0.0%,-4.3%,-11.3%,1.1%,-4.9%
CCT modulator,-1.4,-1.1,0.4,1.1,0.1,0.4,-0.2,-1.1
pAkt inh,i,i,i,i,i,i,i,i
MmCpn inh,0.5%,-2.9%,0.8%,-0.6%,-0.4%,1.7%,0.3%,-2.2%
DRD3 antagonist,1.1,6.7,0.9,11.2,-2.1,1.6,13.4,-7.8
PTHR1 ag,i,-2.8%,-24.3%,i,-17.6%,-15.2%,i,-9.4%
D3 ag,5.7,5.4,2.4,4.8,5.6,6.3,1.2,1.1
EPAC2 agonist,0.4%,8.7%,4.4%,-3.2%,6.7%,0.6%,0.5%,10.7%
